M1 antagonist – antagonists of rat M1 muscarinic receptor | hit rate 3.4% among 64,000 | P08482 | B-score at 10 µM | CHO-M1 cells, Fluo-4 calcium, ACh EC80 antagonist mode; active compounds read low;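 active = calcium fluorescence response, raw or row-and-column corrected B-score, differing from the plate sample mean either way at a set confidence level, mostly lower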
Target sequence (P08482 whole entry, looked up): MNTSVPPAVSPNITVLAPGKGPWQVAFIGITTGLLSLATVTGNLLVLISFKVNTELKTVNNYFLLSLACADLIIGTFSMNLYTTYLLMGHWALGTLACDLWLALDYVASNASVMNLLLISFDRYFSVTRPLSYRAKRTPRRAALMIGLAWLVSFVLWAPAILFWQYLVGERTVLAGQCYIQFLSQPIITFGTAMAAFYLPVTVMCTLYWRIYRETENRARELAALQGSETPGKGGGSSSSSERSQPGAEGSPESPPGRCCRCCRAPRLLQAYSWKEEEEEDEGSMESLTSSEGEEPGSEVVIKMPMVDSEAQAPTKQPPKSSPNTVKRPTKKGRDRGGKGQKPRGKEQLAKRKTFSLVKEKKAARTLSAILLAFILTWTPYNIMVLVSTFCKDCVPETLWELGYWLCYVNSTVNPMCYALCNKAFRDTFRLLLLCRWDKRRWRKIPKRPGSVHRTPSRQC
Ec RNAP inh – inhibitors of Escherichia coli RNA polymerase. P0A8V2. AID 559. hit rate 0.2% among 62,000. E. coli RNA polymerase, fluorescence transcription assay. inhibition, %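 (tested at 10 µM)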; in the data active = inhibition above about 20%;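 note: 0% = enzyme without compound and 100% = no enzyme blank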
M1 agonist – agonists of M1 muscarinic receptor | B-score at 10 µM | hit rate 3% among 64,000 | CHO-M1 cells, Fluo-4 calcium fluorescence, agonist mode; active compounds read high;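 active = fluorescence rise, raw or as B-score row- and column-corrected plate score, outside the 99.7% band of its plate's samples, either direction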
NADH enzymes – blocks coupling enzymes of NAD/NADH assays. coupled PK/LDH NADH assays, four targets. IC50, µM (titrated, usually from 10 µM), inactives show top-dose inhibition. hit rate 0.02% among 65,000;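 active = single-dose screening hits from any of four coupled enzyme assays that gave an IC50 when retested across doses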;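 note: the DPM-DC format reads NADH fluorescence rather than 340 nm absorbance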
SF-1 act – activates the human nuclear receptor SF-1. Q13285. CHO-K1 Gal4-SF-1 LBD luciferase reporter; % increase over DMSO SF-1-specific signal. activation, % at 10 µM. hit rate 1.9% among 65,000. AID 522;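 active = activation above the mean activation of all tested compounds plus 3 SD, cut at about 50% in these data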
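material = CHO-K1 cells with Gal4–hSF-1 LBD chimera plus Gal4-driven luciferase | compound = 10 µM single point, 1% DMSO | incubation = 20 h compound exposure at 37 °C after 1 h cell settling | measured by = SteadyLite luciferase luminescence | evaluation = percent activation relative to DMSO median and mock-transfected background | control set = DMSO negative control and −SF1 background wells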
RORA act – activators of human nuclear receptor RORA | hit rate 1.5% among 65,000 | CHO-K1 Gal4-RORA LBD luciferase reporter, luminescence; percent increase over mock-subtracted basal signal | P35398 | activation, % at 10 µM;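 active = activation above the mean of all tested compounds plus 3 SD, cut at about 49% in these data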;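 note: 0% = DMSO-treated RORA cells and 100% = added signal equal to DMSO minus mock-transfected cells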
Target sequence (P35398 whole entry, looked up, the tested form may be a part): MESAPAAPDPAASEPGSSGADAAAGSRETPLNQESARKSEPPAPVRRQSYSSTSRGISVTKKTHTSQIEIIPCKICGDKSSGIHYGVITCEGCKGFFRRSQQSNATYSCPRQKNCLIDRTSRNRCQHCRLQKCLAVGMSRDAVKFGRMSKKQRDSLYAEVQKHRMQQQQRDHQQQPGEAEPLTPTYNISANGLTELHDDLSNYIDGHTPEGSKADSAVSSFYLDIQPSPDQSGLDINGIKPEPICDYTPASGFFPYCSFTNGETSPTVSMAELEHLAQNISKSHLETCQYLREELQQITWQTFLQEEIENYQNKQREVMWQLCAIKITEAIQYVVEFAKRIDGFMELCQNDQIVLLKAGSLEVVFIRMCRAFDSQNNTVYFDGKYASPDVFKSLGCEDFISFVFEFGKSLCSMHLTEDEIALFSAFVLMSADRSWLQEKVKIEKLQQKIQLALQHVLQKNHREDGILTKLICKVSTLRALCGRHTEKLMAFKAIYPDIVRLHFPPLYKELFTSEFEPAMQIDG
Autofluor 339 – intrinsic fluorescence of library compounds, ex339/em460 – biochemical, MLSMR library, data from DPM-DC assay, artefact control, profiling panel; fluorescence fold increase at 10 µM; compound autofluorescence, ex339/em460 nm, NADH buffer; active compounds read high; 1 = no-compound wells, NADH background; hit rate 5.5% among 65,000; AID 709;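 active = at 10 µM, mean starting fluorescence two-fold or more over control wells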;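 note: signal is the first read of a kinetic run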
TNAP act DEA – human TNAP activation, intermediate phosphate acceptor; AID 813; P05186; purified TNAP, CDP-star luminescence, 100 mM DEA, 30 min; active compounds read high; scale: 0 levamisole-inhibited, 1 vehicle-only enzyme; 64,000 tested, under 10 active; activation factor at 20 µM;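 active = activation factor of at least 2 at 20 µM, relative to controls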
Ecoli tolC – growth inhibitors of E. coli BW25113 tolC mutant; hit rate 2.2% among 65,000; growth inhibition, % at 10 µM (by protocol); OD615;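 active = growth inhibition at or above a cutoff equal to the mean over every tested compound plus 3 SD, cut at about 60% in these data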;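 note: growth measured after 20 h incubation at 37 °C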
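Test system: tolC-deleted E. coli BW25113 | Medium: LB with kanamycin 50 µg/mL | Compound dosing: Single concentration, 10 µM final per compound | Schedule: 37 °C, 20 h exposure | Measured by: OD at 615 nm | Evaluation: Percent growth inhibition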
* hit, by the source's call; . = not tested or not shown; [ ] = dose if it differs, or a comment.

Key to letters: A = M1 antagonist; B = Ec RNAP inh; C = M1 agonist; D = NADH enzymes; E = SF-1 act; F = RORA act; G = Autofluor 339; H = TNAP act DEA; I = Ecoli tolC
Cn1c(CSc2nnc(SCc3ccccc3)s2)nc2ccccc21
  A = -0.27; B = 1; C = 0.5; D = 3%; E = -13; F = 4; G = 1.1; H = 0.9; I = 84*
Cc1ccc(-c2nnc(SCC(=O)O)n2N)cc1
  A = 0.38; B = 8; C = -0.011; D = 7%; E = 4; F = -16; G = 1.1; H = 0.9; I = -23
O=C(CN1C(=O)c2ccccc2S1(=O)=O)NCc1ccccc1Cl
  A = 0.25; B = 10; C = 0.77; D = 3%; E = -8; F = 2; G = 0.98; H = 0.9; I = -24
CNC(=O)C1C2C=CC3(O2)C1C(=O)N(C1CC1)C3C(=O)NCc1ccc(OC)cc1 (stereo not drawn)
  A = -2.1*; B = 11; C = -0.57; D = 4%; E = -2; F = 12; G = 1; H = 0.9; I = 3
S=c1[nH]nc(-c2ccc3ccccc3n2)o1
  A = 0.38; B = 7; C = 0.52; D = 7%; E = -13; F = 1; G = 1.1; H = 1; I = -1
C=CCN1C(=O)N(/C=C/C)c2cccc3cccc1c23
  A = 0.38; B = -2; C = -0.74; D = 9%; E = -15; F = 2; G = 1.1; H = 0.9; I = 20
O=c1n(-c2cccc(Cl)c2)c(=O)n2n1CCC2
  A = 0.16; B = 0; C = -0.39; D = 5%; E = 0; F = -21; G = 1.1; H = 1; I = -14
O=C(CSc1c[nH]c2ccccc12)N1CCOCC1
  A = 1; B = 7; C = 1.5; D = 6%; E = 18; F = -2; G = 1.1; H = 0.9; I = -12
O=C(CC1Oc2ccc(Cl)cc2NC1=O)NC1CCCCCC1 (stereo not drawn)
  A = 0.19; B = 6; C = 1.2; D = 3%; E = 2; F = -8; G = 1.1; H = 0.9; I = -4
O=c1c2ccccc2nc(-c2cccc(Cl)c2)n1O
  A = -0.21; B = 0; C = 0.35; D = 5%; E = -4; F = 9; G = 1; H = 0.8; I = 59

Shown with values under each structure: part of the list above.
Under each structure – M1 antagonist | Ec RNAP inh | M1 agonist | NADH enzymes | SF-1 act | RORA act | Autofluor 339 | TNAP act DEA | Ecoli tolC
Cn1c(CSc2nnc(SCc3ccccc3)s2)nc2ccccc21
  -0.27 | 1 | 0.5 | 3% | -13 | 4 | 1.1 | 0.9 | 84*
Cc1ccc(-c2nnc(SCC(=O)O)n2N)cc1
  0.38 | 8 | -0.011 | 7% | 4 | -16 | 1.1 | 0.9 | -23
O=C(CN1C(=O)c2ccccc2S1(=O)=O)NCc1ccccc1Cl
  0.25 | 10 | 0.77 | 3% | -8 | 2 | 0.98 | 0.9 | -24
CNC(=O)C1C2C=CC3(O2)C1C(=O)N(C1CC1)C3C(=O)NCc1ccc(OC)cc1 (stereo not drawn)
  -2.1* | 11 | -0.57 | 4% | -2 | 12 | 1 | 0.9 | 3
S=c1[nH]nc(-c2ccc3ccccc3n2)o1
  0.38 | 7 | 0.52 | 7% | -13 | 1 | 1.1 | 1 | -1
C=CCN1C(=O)N(/C=C/C)c2cccc3cccc1c23
  0.38 | -2 | -0.74 | 9% | -15 | 2 | 1.1 | 0.9 | 20
O=c1n(-c2cccc(Cl)c2)c(=O)n2n1CCC2
  0.16 | 0 | -0.39 | 5% | 0 | -21 | 1.1 | 1 | -14
O=C(CSc1c[nH]c2ccccc12)N1CCOCC1
  1 | 7 | 1.5 | 6% | 18 | -2 | 1.1 | 0.9 | -12
O=C(CC1Oc2ccc(Cl)cc2NC1=O)NC1CCCCCC1 (stereo not drawn)
  0.19 | 6 | 1.2 | 3% | 2 | -8 | 1.1 | 0.9 | -4
O=c1c2ccccc2nc(-c2cccc(Cl)c2)n1O
  -0.21 | 0 | 0.35 | 5% | -4 | 9 | 1 | 0.8 | 59

Continuation.
Key to letters: A = M1 antagonist; B = Ec RNAP inh; C = M1 agonist; D = NADH enzymes; E = SF-1 act; F = RORA act; G = Autofluor 339; H = TNAP act DEA; I = Ecoli tolC
COc1ccc(NS(=O)(=O)c2ccc(OC)c3ccccc23)cn1
  A = -0.59; B = 3; C = -1.2; D = 7%; E = -12; F = -8; G = 0.98; H = 0.9; I = 26
O=C(NCCCN1CCOCC1)C1CC(=O)N(CCc2ccccc2)C1 (stereo not drawn)
  A = 0.12; B = 5; C = 0.74; D = 3%; E = -6; F = 7; G = 1; H = 0.9; I = -16
CC1(C)CC(=O)c2cnc(NC(=O)CCc3ccccc3)nc2C1
  A = 0.27; B = -1; C = 0.21; D = 2%; E = -10; F = -11; G = 1; H = 1; I = -8
COc1ccccc1Cn1cnc2cccnc21
  A = 0.025; B = 3; C = -0.82; D = 7%; E = 10; F = -10; G = 1.1; H = 0.9; I = -9
N#CCC(=O)N1CCn2c1nc1ccccc12
  A = -0.14; B = 6; C = 1.3; D = 5%; E = -15; F = -17; G = 0.99; H = 0.8; I = -4
O=C(CCN1CCc2ccccc2C1)Nc1ccc2c(c1)OCO2
  A = -1.4; B = 7; C = 0.65; D = 3%; E = .; F = .; G = 1.1; H = 0.9; I = -5
CCCCn1c(CN(Cc2ccccc2)Cc2ccccc2)nc2c1c(=O)n(C)c(=O)n2C
  A = 0.35; B = .; C = -0.081; D = 2%; E = -4; F = -7; G = 1.1; H = .; I = 44
O=C(NCC(c1cccnc1)N1CCOCC1)c1cccc(Cl)c1 (stereo not drawn)
  A = 0.51; B = 2; C = 0.55; D = 8%; E = 0; F = -6; G = 1; H = 0.9; I = -15
COC(=O)C1=C(C)OC(N)=C(C#N)C1C1CCCCC1 (stereo not drawn)
  A = -0.96; B = 7; C = 0.74; D = 5%; E = 1; F = -4; G = 1.1; H = 0.9; I = 10
c1ccc(Cc2nnc3sc(-c4ccncc4)nn23)cc1
  A = 0.11; B = 1; C = 1.2; D = 8%; E = 5; F = -21; G = 1.1; H = 0.9; I = -8

Further compounds follow.
mol	M1 antagonist	Ec RNAP inh	M1 agonist	NADH enzymes	SF-1 act	RORA act	Autofluor 339	TNAP act DEA	Ecoli tolC
O=c1cc(CN2CCC3(CC2)OCCO3)c2c(ccc3ccccc32)o1	-0.021	1	-0.08	3%	2	-5	1.2	0.8	24
O=C(CCn1c(=O)oc2ccccc21)Nc1ccc2c(c1)OCCO2	-0.026	5	-0.084	1%	49	12	1.1	0.9	-2
COc1cccc(C2C(C(=O)c3cccs3)=C(O)C(=O)N2c2cc(C)on2)c1 (stereo not drawn)	0.56	.	-0.63	6%	12	3	1	0.9	17
COc1ccc(-c2ccc(-c3noc(-c4ccc(OC)c(OC)c4)n3)c(OC)n2)cc1	0.0094	6	-0.3	15%[fluoresces]	-15	-7	3.9*	0.9	-10
COc1ccc(C(c2sc3nc(C)nn3c2O)N2CCC(O)CC2)cc1OC (stereo not drawn)	-0.2	4	-0.5	4%	-13	-10	1.1	1	-7
COc1ccc(-c2cc(C(F)(F)F)n3nc(C)cc3n2)cc1	0.11	6	-0.015	8%	13	-12	1.5	0.9	0
COc1cc(OC)cc(-c2nnc(SCC(=O)N3CCCCC3)o2)c1	-0.57	-1	-0.014	6%	16	6	1.1	1	15
CC(=O)c1cc(C#N)c(SCC(=O)OC(C)C)nc1C	1.1	7	0.057	4%	1	0	1	0.8	-2
COCCCn1c(CCC(=O)O)ccc1-c1ccc(F)cc1	-0.26	4	-2.6	4%[fluoresces]	10	18	3.8*	0.9	12
CCOCC(O)CS(=O)Cc1ccccc1 (stereo not drawn)	0.26	8	-1	5%	9	-20	1	0.9	-17
O=C(CN1CCN(Cc2ccccc2)CC1)NC(=O)NCc1ccco1	0.28	-1	-0.004	1%	-16	-20	1	1	-11
Cc1ccc(CC(=O)OCCNC(=O)c2cccnc2)cc1	1.5	12	0.24	5%	26	-4	1.1	1	3
COc1ccccc1NC(=O)CSc1nnc(Cc2cccn2C)n1CCc1ccccc1	-0.15	1	-1.3	3%	-11	0	1.2	0.9	13
OC1(C(F)(F)F)CC(O)(C(F)(F)F)n2nc(-c3ccccc3)cc2N1 (stereo not drawn)	-0.48	-2	-0.44	5%	-2	4	1.1	1	-15
CC(=O)Nc1ccc(SCC(=O)OCC(=O)NC(=O)NCc2ccco2)cc1	0.33	.	0.033	7%	-6	-11	1	0.9	-6
O=C(Nc1nc2ccccc2s1)C1CCCN1S(=O)(=O)c1ccc(Cl)cc1 (stereo not drawn)	-0.79	5	0.91	4%	4	-17	1.1	0.9	86*
Cc1ccc(-c2nc(-c3ccccn3)no2)cc1Cl	-0.11	6	-0.56	9%	-86	-81	1.1	1	39
CCOc1cccc(NC(=O)Cc2cccs2)c1	-0.45	9	1.4	8%	-14	-5	1.1	1	3
Cn1cccc1-c1nc2ccc(NC(=O)c3ccco3)cc2[nH]1	0.017	6	-1.7	3%	17	5	1.1	1	6
CN(C)C(CNC(=O)CSc1nnc(-c2ccco2)o1)c1ccccc1 (stereo not drawn)	0.73	7	-0.14	4%	8	18	1.1	1	-4
O=C(CCC(=O)OCC(F)(F)C(F)F)Nc1ccc(Cl)cc1	-0.14	10	-1.2	3%	-12	-14	1.1	0.9	-12
CC(NC(=O)COc1ccccc1)C(=O)OCC(=O)c1cc2ccccc2o1 (stereo not drawn)	-1.6	-5	1.5	6%	7	-11	1.1	0.9	-3
COCCNC(=O)CN(C(=O)Cn1nnc2ccccc21)c1ccccc1	0.068	2	-1.3	6%	-13	12	1.1	0.9	-16
CCN1C(=O)C2C(c3ccc(O)c(OC)c3)NC(C)(C(=O)OC)C2C1=O (stereo not drawn)	0.79	9	-0.096	4%	-3	-8	1.1	0.9	-3
CC(=O)NC(O)C(=O)c1ccco1 (stereo not drawn)	0.11	4	0.11	11%	-19	6	1.1	0.9	-16
CCCC(=O)N(c1ccc(OC)cc1)C1C=CS(=O)(=O)C1 (stereo not drawn)	0.32	7	-0.42	5%	3	25	1.1	0.9	-15
Cc1c(N(C)C(=O)c2ccco2)c(=O)n(-c2ccccc2)n1C	0.9	6	1.2	4%	5	-11	1.1	1	-12
O=C1C2CCCN2C(c2cccc(F)c2)N1c1cccc(Cl)c1 (stereo not drawn)	-1.8	4	0.4	1%	12	-11	1.1	0.9	-6

Screens from PubChem BioAssay.
